ULK1 primary: human ULK1 kinase inhibition, primary screen | inhibition, % at 5.96 µM | AID 1259251 | O75385 | AlphaScreen Atg13 phosphorylation by ULK1, luminescence | 1.9% of 30,000 active; in the data active = inhibition above about 43%;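 also: 0% = median of compound wells and 100% = no enzyme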
ASK1 primary: inhibitors of human ASK1 kinase; Q99683; AlphaScreen MKK6 phosphorylation by ASK1, luminescence; inhibition, % at 7.44 µM; 0.99% of 22,000 active; in the data active = inhibition above about 35%;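 also: 0% = median of compound wells and 100% = no enzyme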
Numbers without * were called inactive; . = not tested or not shown. An unsorted share of the library, and some 2.6% of all compounds hit somewhere here.

ULK1 primary | ASK1 primary | SMILES
2.5 | 0.6 | O=C([C@@H](O)c1ccccc1Cl)N1CCC(Nc2ccc3[nH]ncc3c2)CC1
-10.1 | -8.4 | CC(C)N(CCNc1nc(-c2csc3ccccc23)nc2nc[nH]c12)C(C)C
12.7 | 8.9 | COc1ccc(-c2nc3ncnc(N)c3[nH]2)cc1
-6.7 | . | COc1ccc(CCNC[C@@H](O)c2ccc(O)cc2)cc1OC
-1.4 | 0.5 | O=C1CCCN1CCCNc1nc(NCc2ccc3c(c2)OCO3)nc2nc[nH]c12
0.1 | -5.1 | Cc1nn(C)c(C)c1-c1cc(NCCOc2ccccc2)nc(N)n1
10.1 | 12.3 | CCN(CC)c1nc(Nc2ccc(NC(C)=O)cc2)nc(Nc2nccc3ccccc23)n1
-26.0 | . | O=CN1CCN(c2ncc(-c3ccc(Cl)cc3)cn2)CC1
5.3 | 8.0 | CC(C)N(CCNc1nc(NCc2cccnc2)nc2c1ncn2Cc1ccc(C(F)(F)F)cc1)C(C)C
14.7 | -14.8 | NC(C(=O)N1CCN(C(=O)Nc2ccc3[nH]ncc3c2)CC1)c1cccc(Br)c1 (configuration not stated)
10.3 | . | Cc1cc(NC(=O)C2=C(O)c3ccccc3S(=O)(=O)N2C)no1
-24.2 | 1.0 | COc1cc(NC(=O)[C@H]2CNC[C@@H]2c2ccccc2)ccc1-c1cn[nH]c1
1.6 | . | O=S(=O)(O)c1ccccc1
-21.5 | . | O=C(O)c1ccc(NC(=O)[C@H](Cc2ccc(O)cc2)NC(=O)c2ccccc2)cc1
3.3 | . | O=C(O)COCCN1CCN(C(c2ccccc2)c2ccc(Cl)cc2)CC1 (configuration not stated)
-7.1 | -2.2 | CCCNc1nc(OC)nc(-c2ccc(C(=O)N3CCN(C)CC3)cc2)n1
-16.2 | -7.0 | CC(C)N(CCNc1nc(Nc2ccc(C(F)(F)F)cc2)nc2c1ncn2C1CCCCC1)C(C)C
-1.5 | -0.6 | CC(=O)c1cccc(-c2nc(C)cc(NC3CCN(Cc4ccccc4)CC3)n2)c1
1.7 | -15.6 | O=[N+]([O-])c1ccc2c(cnn2-c2ccnc(NCCN3CCOCC3)n2)c1
-7.4 | -14.6 | CC(C)n1c(NCc2cccnc2)nc2c(NCc3nc4ccccc4[nH]3)ncnc21
7.0 | 4.5 | CC(C)n1cnc2c(NCc3cccnc3)nc(-c3ccc(N4CCOCC4)nc3)nc21
-13.8 | -7.9 | CC(C)(C)c1ncn(-c2ccc(Nc3nccc(-c4cc(Cl)nc(Cl)n4)n3)cc2)n1
-20.9 | -10.0 | CC(C)N(CCNC(=O)c1cccc(Nc2ncccn2)c1)C(C)C
7.2 | -4.0 | c1cncc(CNc2ncnc3nc(-c4cccs4)[nH]c23)c1
-38.5 | 10.1 | Oc1ccc(CCNc2nc(-c3cccs3)nc3c2ncn3-c2ccccc2)cc1
8.3 | . | CCC(C)(C)C(=O)Nc1nnc(C(F)(F)F)s1
-13.6 | . | Cc1c(CC(=O)O)sc2ccc(Cl)cc12
4.4 | 3.9 | NC(=O)c1ccc2nc(NC3CCN(Cc4ccccc4)CC3)sc2c1
5.8 | . | c1ccc2sc(SN3CCOCC3)nc2c1
-5.0 | 10.6 | CC(=O)Nc1ccc(NC(=O)c2ccc(-c3c(C)noc3C)s2)cc1
1.4 | 11.3 | C[C@H](CO)NC(=O)c1cc(Nc2ccc3[nH]ncc3c2)ccn1
3.3 | 1.9 | COc1ccc(-c2cc(NCCCN3CCCC3=O)nc(N)n2)cn1
-5.5 | . | COc1ccc(-c2cn3c(C)c(C(=O)Nc4c(C)cccc4C)sc3n2)cc1
3.2 | -2.2 | O=C(NC1CCN(Cc2ccccc2)CC1)c1cccc(Nc2ccc3ncccc3c2)n1
0.3 | -17.2 | O=C([C@H](O)COc1ccc(Br)cc1)N1CCC(Nc2ccc3[nH]ncc3c2)CC1
-7.3 | 1.2 | CN(C)CCNC(=O)c1cccc(-n2ncc3cc(Nc4ccccc4F)ccc32)c1
-12.4 | . | Cc1ccc(NC(=O)CN(c2cccc(Cl)c2)S(C)(=O)=O)cc1C
-54.4 | 10.2 | O=C1CCCN1CCn1cnc2c(NCc3cccc(C(F)(F)F)c3)nc(N3CCN(c4ccccn4)CC3)nc21
5.4 | 6.1 | COc1ccc(CCNC(=O)c2ccc3nc(Nc4ccnn4C)sc3c2)cc1
-2.4 | . | CC(C)NCC(O)COc1ccccc1-n1cccc1 (configuration not stated)
-26.0 | -19.6 | Cn1nccc1-c1cc(Nc2ccc(-n3cnc(N4CCOCC4)n3)cc2)ncc1Cl
-7.4 | -22.2 | Cc1cc(NCCO)nc(NC2CCN(Cc3ccccc3)CC2)n1
7.3 | 22.3 | Cn1cc(-c2ccc3cnc(Nc4ccc(-n5cnc(N6CCOCC6)n5)cc4)nc3n2)cn1
0.9 | 9.9 | c1ccc2c(c1)OCC(c1nc(-c3ccc(-c4cn[nH]c4)cc3)no1)O2 (configuration not stated)
-0.1 | 20.8 | O=C(Nc1ccc(Oc2ccccc2)cc1)c1ccnc(-c2cccs2)c1
-7.0 | 9.9 | CC(C)n1c(NCCCN2CCCC2=O)nc2c(NCc3cccc(C(F)(F)F)c3)ncnc21
1.0 | . | CCN1CCCC1CN (configuration not stated)
40.0 | 18.5 | c1cc(Nc2ccnc(Nc3ccc(N4CCOCC4)cc3)n2)c2ccncc2c1
-9.7 | 9.7 | c1ccc(CN2CCC(Nc3nc(NCc4cccnc4)nc4c3ncn4C3CCCCC3)CC2)cc1
1.8 | . | COc1cc(/C=C2\SC(N3CCCC3)=NC2=O)cc(OC)c1OC
-1.9 | -5.6 | COc1ccc(-c2ncc(C)c(NCCO)n2)cn1
7.7 | . | CCN(CC)C(=O)CN(c1cc(Cl)ccc1C)S(=O)(=O)c1ccccc1
-7.4 | . | O=C(Cc1csc(NC(=O)c2ccccc2)n1)Nc1ccc(F)c(F)c1
19.1 | 18.0 | Cc1cnc(Nc2ccc(-n3ccnc3)cc2)nc1NCc1cccnc1
-2.7 | . | CCCCC(CC)C(=O)Nc1nnc(C(C)C)s1 (configuration not stated)
4.4 | 3.8 | CC(=O)c1cccc(-c2ncc(C(=O)NC3CCN(Cc4ccccc4)CC3)s2)c1

(next part)
ULK1 primary | ASK1 primary | SMILES
17.2 | -3.1 | O=C(NC1CCN(Cc2ccccc2)CC1)c1csc(Nc2ccc(C(F)(F)F)cc2)n1
-3.0 | -1.9 | O=C(c1cc(Nc2ccc3[nH]ncc3c2)ccn1)N1CCOCC1
-25.9 | -5.7 | CN(C)CCOc1cc(-c2cn[nH]c2)c(F)cc1NC(=O)C1COc2ccc(Cl)cc2C1 (configuration not stated)
2.5 | . | Cc1cc([N+](=O)[O-])ccc1NC(=O)/C(C#N)=C/c1ccc(OCC(N)=O)cc1
-4.9 | -0.3 | CN(C)c1cccc(Nc2cc(Nc3ccc(N4CCOCC4)cc3)ncn2)c1
0.4 | . | Cc1cccc(C)c1NC(=O)c1ccccc1C(=O)O
20.5 | -10.0 | Cc1nn(C)c(C)c1-c1nc2ccc(C(=O)Nc3ccc(Oc4ccccc4)cc3)cc2s1
-15.7 | 1.8 | CC(C)n1cnc2c(NCCOc3ccccc3)nc(-c3csc4ccccc34)nc21

Quoted at random: five records from the list.
ULK1 primary | ASK1 primary | SMILES
0.4 | . | Cc1cccc(C)c1NC(=O)c1ccccc1C(=O)O
-25.9 | -5.7 | CN(C)CCOc1cc(-c2cn[nH]c2)c(F)cc1NC(=O)C1COc2ccc(Cl)cc2C1 (configuration not stated)
-4.9 | -0.3 | CN(C)c1cccc(Nc2cc(Nc3ccc(N4CCOCC4)cc3)ncn2)c1
20.5 | -10.0 | Cc1nn(C)c(C)c1-c1nc2ccc(C(=O)Nc3ccc(Oc4ccccc4)cc3)cc2s1
-15.7 | 1.8 | CC(C)n1cnc2c(NCCOc3ccccc3)nc(-c3csc4ccccc34)nc21

Going on with the list.
ULK1 primary | ASK1 primary | SMILES
3.6 | . | Cc1ccc(-c2nnc3n(Cc4ccc(Br)cc4)c4c(=O)n(C)c(=O)n(C)c4n23)cc1
0.3 | -12.7 | CN1CCN(C(=O)c2ccc(-c3nc(NCc4ccccc4)c4[nH]cnc4n3)cc2)CC1
13.2 | 11.2 | Cn1nccc1Nc1nc(Nc2ccccc2)c2ncn(CCN3CCCC3=O)c2n1
18.6 | . | CCc1cc2c(=O)c(-c3nc4ccccc4[nH]3)coc2c(CN(C)C)c1O
-7.5 | . | COc1ccc(/C=C/C(=O)OCCC(C)C)cc1
-34.0 | -0.9 | OCC1CCCN1c1nc2ncnc(NCCc3ccc(O)cc3)c2[nH]1 (configuration not stated)
-2.7 | -0.6 | COc1ccc2c(c1)C[C@H](C(=O)Nc1ccc(-c3cn[nH]c3)cc1OC1CCN(C)CC1)NC2
8.9 | 0.4 | CNC(=O)c1ccccc1Nc1nc(Nc2ccc(-n3cnc(-c4ccc(C)nc4)n3)cc2)ncc1Cl
2.6 | . | COc1ccc(OCC(=O)NNC(=O)c2ccccn2)cc1
-40.6 | 16.3 | O=C1CCCN1CCCNc1nc(N2CCN(Cc3ccc4c(c3)OCO4)CC2)nc2c1ncn2Cc1ccc(C(F)(F)F)cc1
1.5 | . | O=C(O)CCC(=O)Nc1cc(Cl)ccc1Cl
-2.6 | . | CCC(C(=O)OCCOCCN(CC)CC)c1ccccc1 (configuration not stated)
-13.7 | . | C/C(=N\NC(=O)c1ccc(C)cc1)c1ccccn1
-12.4 | . | CC(=O)Nc1ccc2nc(-c3ccncc3)[nH]c2c1
-10.1 | . | c1ccc(CCNc2ncc(-c3cccs3)cn2)cc1
-1.4 | . | Cc1ccc(-n2nnnc2CNC(=O)NC(C)(C)C)cc1C
13.8 | 3.6 | COc1ccc(-c2nc(N)nc(OC)n2)cn1
-3.1 | -11.2 | CCCNC(=O)c1csc(-c2ccc(OC)cc2)n1
14.1 | 4.4 | OCCNc1cc(NCc2ccc3c(c2)OCO3)ncn1
5.0 | 10.1 | O=C(NCCc1ccc(O)cc1)c1cccc(Nc2cnccn2)n1
-3.5 | 6.5 | N#Cc1c(Cl)cccc1N(C(=O)c1cccc2ccccc12)C(=O)c1cccc2ccccc12
3.2 | 23.3 | c1ccc(Nc2nc(NCCOc3ccccc3)c3ncn(C4CCCCC4)c3n2)cc1
7.2 | 38.0* | COc1ccc(CCNc2ccnc(Nc3cccc(N(C)C)c3)n2)cc1
10.9 | 24.4 | Cc1cc(NCc2ccccc2)nc(Nc2ccc(N3CCOCC3)cc2)n1
-0.5 | 0.3 | Cc1ncn(-c2ccc(Nc3cc(-c4nocc4-c4ccn[nH]4)ccn3)cc2)n1
18.5 | -3.3 | NC(=O)c1ccc(-c2nc(NCCN3CCOCC3)c3[nH]cnc3n2)cc1
7.0 | . | CCN1C(=O)c2cccc3c(NC(=O)Cc4cccs4)ccc1c23
4.7 | . | OCCN1CCN(c2nc(N3CCCCC3)c3cnn(-c4ccc(Cl)cc4)c3n2)CC1
6.0 | 4.1 | O=C(Nc1ccc2[nH]ncc2c1)C1CCCN(C(=O)C(O)c2ccc(C(F)(F)F)cc2)C1 (configuration not stated)
-1.9 | 1.9 | Cc1noc(C)c1-c1ccc(C(=O)NCCOc2ccccc2)s1
-20.2 | -11.6 | CN1CCN(CCNC(=O)c2ccnc(-n3ncc4cc(Nc5ccccc5)ccc43)c2)CC1
1.9 | . | CC(=O)OCC(=O)C1(O)CCC2C3CC=C4CC(OC(C)=O)CCC4(C)C3CCC21C (configuration not stated)
10.9 | 22.2 | COc1cc(Nc2cc(Nc3cccc(N(C)C)c3)ncn2)cc(OC)c1OC
-39.3 | 0.1 | COc1ccc(-c2nc(NCCc3ccc(O)cc3)c3ncn(C(C)C)c3n2)cc1
11.5 | -7.6 | Oc1ccc(CCNc2nc(-c3cccs3)nc3nc[nH]c23)cc1
-4.5 | 4.4 | Nc1cccc(-c2cc(NCCCN3CCCC3=O)nc(N)n2)c1
-4.9 | 10.9 | O=C1CCCN1CCCNc1nc(NCCOc2ccccc2)c2ncn(C3CCCCC3)c2n1
20.7 | 4.2 | O=C1N[C@H](C(=O)Nc2ccc(-c3cn[nH]c3)cc2)Cc2ccccc21
-6.4 | 2.9 | COc1ccc(-c2nccc(NCc3nc4ccccc4[nH]3)n2)cc1
11.6 | 4.4 | NC(=O)c1ccc(-c2nc3ccc(C(=O)NCCO)cc3s2)cc1
0.2 | -3.3 | CC(=O)Nc1ccc(Nc2nc(Cl)nc3nc[nH]c23)cc1
7.2 | 27.8 | CCN(CC)c1nc(Nc2ccc3c(c2)OCO3)nc(N2CCN(Cc3ccc4c(c3)OCO4)CC2)n1
-25.3 | 11.0 | c1ccc(Nc2nc(NCc3ccc4c(c3)OCO4)nc3c2ncn3-c2ccsc2)cc1
8.0 | -9.9 | COc1ccc(CCNC(=O)c2ccnc(NCc3cccnc3)c2)cc1
-1.6 | 10.6 | CCN(CC)C(=O)C1CCCN(c2nc(Nc3cc(OC)c(OC)c(OC)c3)c3ncn(C4CCCCC4)c3n2)C1 (configuration not stated)
7.5 | 17.1 | CCNc1nc(NCCc2ccc(OC)cc2)c2[nH]cnc2n1

Shown with two lines to a compound: six of the compounds above.
Values run as follows: ULK1 primary | ASK1 primary
> CC(=O)Nc1ccc(Nc2nc(Cl)nc3nc[nH]c23)cc1
 : 0.2 | -3.3
> CCN(CC)c1nc(Nc2ccc3c(c2)OCO3)nc(N2CCN(Cc3ccc4c(c3)OCO4)CC2)n1
 : 7.2 | 27.8
> c1ccc(Nc2nc(NCc3ccc4c(c3)OCO4)nc3c2ncn3-c2ccsc2)cc1
 : -25.3 | 11.0
> COc1ccc(CCNC(=O)c2ccnc(NCc3cccnc3)c2)cc1
 : 8.0 | -9.9
> CCN(CC)C(=O)C1CCCN(c2nc(Nc3cc(OC)c(OC)c(OC)c3)c3ncn(C4CCCCC4)c3n2)C1 (configuration not stated)
 : -1.6 | 10.6
> CCNc1nc(NCCc2ccc(OC)cc2)c2[nH]cnc2n1
 : 7.5 | 17.1
